STAT1 activator: STAT1 signaling activation; NIH 3T3 STAT1-luciferase reporter, IFN-gamma, luminescence; 100% = IFN-gamma alone, no compound; 200,000 compounds, 2.6% hits; AID 932; activation (% of control), % at 5.5 µM;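 active = activation above the screen-wide mean activation plus 3 SD, cut at about 130% in these data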;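 also: raw ratio to IFN-gamma control signal so 100% means no change and 0% no light; values of inactives mirror those of a sister screen read the other way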
NF-kB neuron act: compounds increasing NF-kB expression in human neuronal cells; NF-kB reporter expression; stronger effect = higher value; fold change at 12.5 µM; AID 1239; 190,000 compounds, 1.6% hits; in the data active = fold change above about 3.3
FLuc inhib CS: Photinus pyralis luciferase inhibition counter-screen; P08659; AID 1006; 200,000 compounds, 1.5% hits; inhibition, % at 10 µM; ATPLite firefly luciferase biochemical luminescence, 10 min;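 active = inhibition above about 50% when tested at 10 µM, limit read from the data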
Target sequence (P08659 whole entry, looked up): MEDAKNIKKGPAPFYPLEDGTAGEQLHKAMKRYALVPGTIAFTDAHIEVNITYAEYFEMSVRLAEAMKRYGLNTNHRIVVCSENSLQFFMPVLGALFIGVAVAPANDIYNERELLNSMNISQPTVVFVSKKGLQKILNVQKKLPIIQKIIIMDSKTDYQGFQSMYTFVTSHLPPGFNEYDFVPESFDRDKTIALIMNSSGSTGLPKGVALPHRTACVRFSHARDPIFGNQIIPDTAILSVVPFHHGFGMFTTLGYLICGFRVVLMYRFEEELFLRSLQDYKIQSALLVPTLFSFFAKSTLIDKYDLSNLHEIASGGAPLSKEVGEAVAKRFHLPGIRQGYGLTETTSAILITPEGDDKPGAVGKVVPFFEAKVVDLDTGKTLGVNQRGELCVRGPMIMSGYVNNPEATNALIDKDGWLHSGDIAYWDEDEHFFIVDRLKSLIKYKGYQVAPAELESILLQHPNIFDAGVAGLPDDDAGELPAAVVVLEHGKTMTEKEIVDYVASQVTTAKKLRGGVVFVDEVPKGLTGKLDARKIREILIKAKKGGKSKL
APP 5UTR inh: APP translation inhibition; inhibition, % at 2 µM; 190,000 compounds, 0.82% hits; SH-SY5Y APP 5'UTR-luciferase reporter, luminescence;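 active = inhibition above a set limit, derived from the sample mean plus 3 SD, cut at about 45% in these data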; also: values of inactives mirror those of a sister screen read the other way
ROMK primary: modulates human ROMK potassium channel activity; P48048; Tet-inducible ROMK, thallium flux fluorescence; actives lie on both sides; B-score at 10 µM; 130,000 compounds, 2% hits; AID 1918;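 active = signal ratio slope over the read window, or its plate-corrected B-score, at least 3 SD from the plate mean, either direction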;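 also: B-score of the F/F0 ratio slope over 7 to 12 s after thallium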
Target sequence (P48048 whole entry, looked up): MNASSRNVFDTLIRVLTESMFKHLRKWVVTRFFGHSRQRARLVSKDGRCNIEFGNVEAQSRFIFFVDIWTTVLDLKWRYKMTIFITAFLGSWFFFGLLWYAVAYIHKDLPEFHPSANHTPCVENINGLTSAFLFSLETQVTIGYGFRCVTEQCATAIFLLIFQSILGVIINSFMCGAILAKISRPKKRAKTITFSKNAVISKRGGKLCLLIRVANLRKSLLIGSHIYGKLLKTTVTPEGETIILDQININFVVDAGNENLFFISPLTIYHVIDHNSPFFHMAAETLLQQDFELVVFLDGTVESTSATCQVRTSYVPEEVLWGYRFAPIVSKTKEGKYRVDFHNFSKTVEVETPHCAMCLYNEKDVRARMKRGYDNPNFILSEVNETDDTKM
STAT3 act: STAT3 signaling activation | U3A cells, IL-6 STAT3-luciferase reporter, luminescence; 100% = signal with IL-6 EC80 alone | activation (% of control), % at 5.6 µM | 190,000 compounds, 0.91% hits | AID 871;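 active = activation above the screen-wide mean of compound activation plus 3 SD, cut at about 130% in these data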;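 also: 0% = background luminescence of wells with medium and substrate only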
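Test system: human U3A cells carrying STAT3-luciferase construct; control set: IL-6-only wells as 100% reference; timing: compound pre-incubation 1 h before IL-6, then 6 h stimulation at 37 °C; also added: IL-6 stimulus at 33 ng/mL final; evaluation: % activation versus median of IL-6-stimulated wells; detection: reporter luminescence signal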
APP 5'UTR act: APP 5'UTR luciferase reporter activation. SH-SY5Y APP 5'UTR luciferase reporter, luminescence; zero percent = DMSO vehicle wells. activation, % at 2 µM. 190,000 compounds, 1% hits;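 active = activation above a set limit, based on mean plus 3 SD of controls, cut at about 140% in these data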; also: values of inactives mirror those of a sister screen read the other way
STAT1 inh: inhibitors of IFN-gamma induced STAT1 signaling. NIH 3T3 STAT1-luciferase reporter, luminescence. inhibition, % at 5.5 µM. 200,000 compounds, 0.35% hits;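 active = inhibition above a set limit, the mean inhibition across all tested compounds plus 3 SD, cut at about 34% in these data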;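 also: 0% = IFN-gamma with DMSO and 100% = IFN-gamma with 300 µM nifuroxazide; values of inactives mirror those of a sister screen read the other way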
STAT3 blocker: STAT3 signaling inhibition; U3A cells, IL-6 STAT3-luciferase reporter, luminescence; host cell line lacks STAT1; inhibition, % at 5.5 µM; 190,000 compounds, 0.89% hits; AID 862;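 active = inhibition above the mean inhibition across all screened compounds plus 3 SD, cut at about 44% in these data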;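 also: 0% = DMSO only wells and 100% = 100 µM nifuroxazide control wells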
FLuc stim CS: firefly luciferase counter-screen for stimulation assays. P08659. ATPlite luciferase biochemical, luminescence, 10 min; 0 = ATP-free wells, 1 = DMSO control. activation factor at 10 µM. 200,000 tested, under 10 active;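 active = luciferase activation factor, scaled between plate controls, of at least 2 with compound at 10 µM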
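Assay system – cell-free luciferase reagent · Medium – PBS-based ATP solution · Dosing – test compounds dosed from 2 mM stocks in 100% DMSO · Timing – 10 min, room temperature · Technique – light output (luminescence) · Measure – luminescence gain marking luciferase activators · Controls – No-ATP low control, compound-free enzyme-plus-ATP high control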
Active calls of the source: *; . = no result given.

SMILES	STAT1 activator	NF-kB neuron act	FLuc inhib CS	APP 5UTR inh	ROMK primary	STAT3 act	APP 5'UTR act	STAT1 inh	STAT3 blocker	FLuc stim CS
Cc1ccc(S(=O)(=O)c2cc3c(=O)n4ccccc4nc3n(CC3CCCO3)c2=N)cc1 (configuration not stated)	104	.	.	-5	.	100	5	-4	4	.
CSc1cccc(NC(=O)/C=C/c2cccc(Cl)c2)c1	125	1.1	8	-79	0.8	89	79	-26	12	0.9
Cc1ccc(-c2nc3ccccc3c(=O)n2CCN2CCOCC2)cc1	97	1.4	-6	-12	0.49	101	12	4	1	1.1
Cc1cc(Cl)ccc1OCC(=O)NN1C(=O)C2C3C=CC(C3)C2C1=O (configuration not stated)	102	1.2	-2	13	-0.24	108	-13	-4	-9	1
Cc1nn(CCCC(=O)Nc2c(F)cc(F)cc2Br)c(C)c1[N+](=O)[O-]	96	1.1	-1	-30	-0.049	95	30	3	16	1
CCCCC(=O)Nc1cc(N(C)C)nc2ccccc12	105	0.9	-4	12	-0.57	97	-13	-5	8	1
COc1ccc(C(=O)NNC2CC(=O)N(Cc3ccccc3)C2=O)cc1OC (configuration not stated)	98	1.3	-19	-18	0.047	94	18	2	8	1.2
c1cncc(-c2nnc(SCc3nc4ccccc4[nH]3)o2)c1	94	0.74	-3	1	.	113	-1	6	-11	1
CC(=O)Nc1ccc(OCC(O)CN2CCN(S(=O)(=O)c3ccc(NC(C)=O)cc3)CC2)cc1 (configuration not stated)	97	0.9	0	0	-0.023	98	0	3	3	1
COc1ccc(N=C(C)C2=C(O)COC2=O)cc1	103	0.97	-8	-23	0.44	98	23	-3	5	1.1
O=C(CC1CCC1)NC(c1ccccc1)c1ccccc1	103	1	-5	-5	-0.00073	105	5	-6	-5	1.1
N#CC1=C(N)Oc2nc[nH]c(=O)c2C1c1cccs1 (configuration not stated)	101	1	-1	12	1.9	96	-12	-1	7	1
Cc1ccc(OCc2n[nH]c(=S)n2N)cc1C	112	1.4	6	-9	.	94	9	-15	11	0.9
COc1cc(C(=O)N2CCN(c3cccc(C)c3C)CC2)cc(OC)c1OC	99	2.1	-6	95*	.	103	-95	1	1	1.1
Cc1nc2c(ccc3c([N+](=O)[O-])cccc32)c(C)c1C	92	1.3	-4	0	0.0067	84	0	7	21	1
CC(C)CN1C(=S)SC(C)(C)C1n1oc(=O)n(-c2ccc(Cl)cc2)c1=O (configuration not stated)	96	1.1	-6	-8	-0.37	99	9	4	8	1.1
c1ccc2c(c1)Sc1ccccc1-n1cnnc1-2	108	1.2	-6	-15	-0.14	126	15	-9	-29	1.1
CC(O)CNc1nc2c(c(=O)n(C)c(=O)n2C)n1Cc1cccc(Br)c1 (configuration not stated)	93	0.84	-9	5	-0.26	85	-5	7	18	1.1
CC(=O)Nc1ccc(NC(=O)C(C)O/N=C/c2cccc([N+](=O)[O-])c2)cc1 (configuration not stated)	95	1.1	-10	-2	1.8	99	3	5	2	1.1
CN1CCN(S(=O)(=O)c2ccc3c(c2)OCCO3)CC1	98	1.1	-1	-4	2.1	86	4	2	21	1
Cc1nnsc1-c1nc2ccccc2[nH]1	98	0.95	3	-5	.	91	5	3	18	1
COc1cccc(C2CC(C(F)(F)F)n3ncc(C(=O)NCc4ccco4)c3N2)c1 (configuration not stated)	90	0.67	-1	8	-0.0045	95	-8	10	9	1
COCCn1cnnc1SCC(=O)c1ccc(S(=O)(=O)N2CCCC2)cc1	106	1.1	-2	10	.	105	-10	-8	0	1
C/C(=N\Nc1ccc([N+](=O)[O-])cc1[N+](=O)[O-])C(C)(C)C(C(=O)O)C(=O)O	102	0.87	-3	-5	.	101	5	-2	-2	1
Cc1ccc(NC(=O)C2(c3ccc([N+](=O)[O-])cc3)CCCC2)cc1	94	0.99	-8	0	-0.13	103	1	6	-1	1.1
SMILES	STAT1 activator	NF-kB neuron act	FLuc inhib CS	APP 5UTR inh	ROMK primary	STAT3 act	APP 5'UTR act	STAT1 inh	STAT3 blocker	FLuc stim CS
CN1CC(=O)NC1=NC(=O)c1ccc(Cl)c(S(=O)(=O)N2CCCCCC2)c1	94	0.85	-4	-3	.	99	3	7	4	1
Nc1nc(SCc2c(Cl)cccc2Cl)n[nH]1	103	0.78	-1	.	1.1	101	.	-3	6	1
CCOc1ccc(C(C)C)cc1S(=O)(=O)Nc1ccc(Cl)cn1	102	1.1	0	-6	.	98	6	-2	6	1
Cc1oc2c(c1C(=O)NCCO)CCCC2	93	0.99	-8	.	-1	100	.	8	-1	1.1
COC(=O)c1ccc(C2NC(C(=O)O)CS2)cc1 (configuration not stated)	106	1.1	-2	19	-0.035	112	-19	-4	-14	1
CCCC(=O)Nc1ccc(-c2nc3cc(C)c(C)cc3o2)cc1	202*	4.7*	25	-53	-0.034	88	53	-113	14	0.8
Cc1ccccc1-n1c(SCc2c(C)noc2C)nnc1-c1ccncc1	87	1.2	-4	-9	.	103	9	15	1	1
COC(=O)c1noc(-c2ccc(C)cc2)n1	97	1	33	18	1.6	96	-18	3	11	0.7
CCN(CC)CCn1c(=S)[nH]c2ccccc2c1=O	101	1.1	-6	-17	.	101	17	-1	5	1.1
CSCC[C@H](NC(=O)c1cccc([N+](=O)[O-])c1C)c1nc2ccccc2[nH]1	99	1.3	0	-18	.	97	18	1	6	1
Cc1cccc(N=C2NC(=O)/C(=C/C=C/c3ccco3)S2)c1C	101	1	1	-15	.	103	15	-1	-5	1
COCCN(C(=O)C(=O)NC1CCCC1)C(C(=O)NC1CCCC1)c1ccccc1F (configuration not stated)	107	1	-3	-8	0.38	104	7	-10	2	1
Nn1c(SCC(=O)Nc2cccc(S(N)(=O)=O)c2)nnc1C1CC1	124	1.1	-3	6	-0.0083	105	-6	-24	-6	1
Cc1cc(C(=O)NCCC2=CCCCC2)ccc1[N+](=O)[O-]	133*	3	2	-57	-1.3	99	57	-38	4	1
CCOC(=O)c1cnn(-c2ncnc3c2cnn3Cc2ccccc2)c1N	98	.	.	11	-0.1	87	-11	3	18	.
CCN1CCN(c2oc(-c3ccc(OC)cc3)nc2C#N)CC1	90	.	.	18	.	87	-18	11	20	.
COC(=O)CSC1=C(C#N)C(c2ccsc2)CC(=O)N1 (configuration not stated)	108	1.2	-5	-12	.	100	12	-3	4	1
CN1CCN(S(=O)(=O)c2ccc(NC(=O)COc3ccccc3Cl)cc2)CC1	106	0.97	-5	4	0.46	90	-4	-8	14	1.1
CCOc1ccccc1OC(=O)c1cc2ccccc2oc1=O	105	1.2	7	3	-0.33	102	-3	-7	5	0.9
COc1ccc(CNc2nc(NCc3ccc(OC)c(OC)c3)n(C(=O)c3cccs3)n2)cc1OC	102	1	1	-13	-0.97	90	13	-3	13	1
O=C(NC1CCC(O)CC1)c1cc(-c2ccco2)nc2ccccc12 (configuration not stated)	103	0.87	-1	10	0.71	102	-10	-4	1	1
O=S(=O)(Cc1ccccc1Cl)NCCOc1ccccc1	99	0.98	-5	-9	-0.002	101	9	1	1	1.1
CCOC(=O)c1c(NC(=O)/C=C/C(=O)O)sc(C)c1-c1ccc(C(C)(C)C)cc1	95	1.1	-5	-5	-0.084	98	5	6	12	1
COc1ccc2oc(C(=O)OCC(=O)/C(C#N)=C(\C)N)c(C)c2c1	123	1.2	-4	-49	-0.54	104	49	-26	0	1
Cc1ccc(/C(N)=N/OC(=O)Cc2ccccc2)cc1	133*	2.4	20	-53	0.3	100	53	-37	4	0.8

Whole records, looked up by structure.
CN1CC(=O)NC1=NC(=O)c1ccc(Cl)c(S(=O)(=O)N2CCCCCC2)c1 is listed with STAT1 activator: 94; NF-kB neuron act: 0.85; FLuc inhib CS: -4; APP 5UTR inh: -3; ROMK primary: .; STAT3 act: 99; APP 5'UTR act: 3; STAT1 inh: 7; STAT3 blocker: 4; FLuc stim CS: 1
Cc1ccccc1-n1c(SCc2c(C)noc2C)nnc1-c1ccncc1 is listed with STAT1 activator: 87; NF-kB neuron act: 1.2; FLuc inhib CS: -4; APP 5UTR inh: -9; ROMK primary: .; STAT3 act: 103; APP 5'UTR act: 9; STAT1 inh: 15; STAT3 blocker: 1; FLuc stim CS: 1
Cc1ccc(/C(N)=N/OC(=O)Cc2ccccc2)cc1 is listed with STAT1 activator: 133*; NF-kB neuron act: 2.4; FLuc inhib CS: 20; APP 5UTR inh: -53; ROMK primary: 0.3; STAT3 act: 100; APP 5'UTR act: 53; STAT1 inh: -37; STAT3 blocker: 4; FLuc stim CS: 0.8

Continued.
SMILES	STAT1 activator	NF-kB neuron act	FLuc inhib CS	APP 5UTR inh	ROMK primary	STAT3 act	APP 5'UTR act	STAT1 inh	STAT3 blocker	FLuc stim CS
CCOC(=O)c1ccc(NC(=S)N(CCCN2CCN(C)CC2)Cc2cccs2)cc1	100	0.93	-8	-2	0.9	107	2	-1	-2	1.1
O=C(O)c1sccc1Oc1ccc(F)cc1[N+](=O)[O-]	78	1.1	-4	14	.	100	-14	24	1	1
CC1(C)CC(=O)C(Br)=C(O)C1	101	1.1	-6	-6	0.98	103	6	-4	1	1.1
CCC(CC)NC(=O)c1cc2c(C)nn(Cc3ccccc3Cl)c2s1	100	0.87	-2	2	-0.68	107	-2	0	-8	1
CCOC(=O)C(NCc1ccco1)(NC(=O)c1ccccc1)C(F)(F)F (configuration not stated)	97	1.2	-4	6	-0.19	100	-6	4	-1	1
CC(=O)c1cc(C(=O)Nc2ccc(C(=O)O)cc2)oc1C	92	1.3	-4	-15	0.69	95	15	2	7	1
CCOC(=O)CC1=C(C(=O)OCC)C(c2ccc(OC)c(OC)c2)C(C#N)=C(N)O1 (configuration not stated)	99	0.94	-6	11	0.42	102	-11	1	1	1.1
Nn1c(SCC(=O)NCc2ccccc2)nncc1=O	94	1.1	-1	15	.	104	-15	7	-3	1
CCOc1cc(C2C(C(=O)c3ccccc3)=C(C(=O)OC)Nc3nnnn32)ccc1O (configuration not stated)	104	1.1	-2	-28	.	110	27	-4	-8	1
O=C(Oc1c(CN2CCOCC2)cc(Cl)c2cccnc12)c1ccc(F)cc1	98	7.6*	-5	37	-1.5	85	-37	6	22	1.1
Cn1nnc2sc3c(c2c1=O)CCCC3	99	1	-2	3	.	96	-3	2	10	1
CS(=O)c1ccccc1COC(=O)Nc1cccc(Cl)c1 (configuration not stated)	98	1.1	-7	-19	-0.37	86	19	2	24	1.1
COc1ccccc1Nc1nc(-c2c(C)[nH]c3ccccc23)cs1	109	1.6	-1	-7	1.1	106	7	-10	-2	1
O=S(=O)(c1ccc(N2CC=C(c3ccccc3)CC2)nc1)N1CCCC1	103	1	-7	-13	0.23	94	13	-2	12	1.1
CCOc1cc(CNc2ccc3[nH]c(=O)[nH]c3c2)ccc1OCC(=O)NC(C)(C)C	101	0.33	-4	13	.	105	-13	-4	-3	1
COc1cc(S(=O)(=O)N2CCN3CCCC3C2)ccc1-n1cnnn1 (configuration not stated)	107	1.1	-4	-2	-0.72	97	2	-7	11	1
CCOC(=O)CSc1nnc([C@@H](NC(=O)OC(C)(C)C)C(C)C)o1	104	1	-4	-2	.	101	2	-5	6	1
COc1ccccc1N(C)S(=O)(=O)c1ccc(C(=O)NC(C)(C)C)cc1	99	0.91	1	-4	0.3	91	4	1	8	1
CCNC(=O)CN1C(=O)NC(Cc2ccccc2)(Cc2ccccc2)C1=O	96	1.1	-5	-4	0.032	102	4	4	0	1.1
